Bioassay records as filed in PubChem BioAssay.
BoNT-A LC inh2 – inhibitors of Botulinum neurotoxin A light chain protease; multiplex microsphere protease substrate cleavage, flow cytometry; inhibition, % at 10 µM; 360,000 tested, 0.17% active; in the data active = inhibition above about 30%; inconclusive = no clear call, values can overlap the other calls; note: plate controls were buffer without enzyme for full effect and enzyme alone for no effect
GDH-TPI inh – inhibits GDH-TPI coupling enzymes, artifact for Mtb FBA screen; inhibition, % at 4.8 µM; 360,000 tested, 1.2% active; AID 588335; GDH-TPI coupled enzyme counterscreen, NADH absorbance;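 note: 0% = DMSO wells and 100% = wells lacking the enzyme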
BioA inh – blocks M. tuberculosis BioA enzyme activity; 360,000 tested, 0.096% active; purified M. tuberculosis BioA enzyme, plate reader; AID 602481; inhibition, % at 9.99 µM; in the data active = inhibition above about 40%; inconclusive = no clear call, values can overlap the other calls
PrPC surface inh – reduces human prion protein on the cell surface. cell surface PrPC, TR-FRET read-out. inhibition, % at 13.8 µM. P04156. 370,000 tested, 0.43% active; in the data active = inhibition above about 24%; note: 0% = median of the test wells and 100% = reference compound wells
FBA Mtb inh – Mtb fructose-bisphosphate aldolase inhibition; P9WQA3; inhibition, % at 1 µM; 360,000 tested, 2.3% active; AID 588726; purified M. tuberculosis FBA, fluorescence read-out; in the data active = inhibition above about 27%;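 note: 0% = vehicle and 100% = reference inhibitor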
Target sequence (P9WQA3 whole entry, looked up): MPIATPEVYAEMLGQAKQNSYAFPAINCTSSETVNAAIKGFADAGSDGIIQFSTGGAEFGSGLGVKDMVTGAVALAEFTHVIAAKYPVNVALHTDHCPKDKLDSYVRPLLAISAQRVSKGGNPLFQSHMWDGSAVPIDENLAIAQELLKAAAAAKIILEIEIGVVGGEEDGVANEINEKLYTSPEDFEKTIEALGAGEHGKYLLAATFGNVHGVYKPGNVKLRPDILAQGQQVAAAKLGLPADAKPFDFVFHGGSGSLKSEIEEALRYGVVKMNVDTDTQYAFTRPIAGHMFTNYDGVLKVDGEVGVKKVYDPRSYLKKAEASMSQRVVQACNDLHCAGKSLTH
CCHFV vOTU inh – blocks the CCHF virus ovarian tumor domain protease; CCHFV vOTU protease, Pep-AMC fluorescence; inhibition, % at 11.5 µM; 370,000 tested, 0.55% active; AID 651958; note: 0% = vehicle wells with enzyme and 100% = no enzyme wells
UGM FP inh – inhibitors of M. tuberculosis UDP-galactopyranose mutase; purified UGM, fluorescence polarization probe displacement; 320,000 tested, 0.06% active; inhibition, % at 10 µM; AID 504406; in the data active = inhibition above about 10%, passing the limit was not always enough; inconclusive = no clear call, values can overlap the other calls
Target sequence (P9WIQ1 whole entry, looked up): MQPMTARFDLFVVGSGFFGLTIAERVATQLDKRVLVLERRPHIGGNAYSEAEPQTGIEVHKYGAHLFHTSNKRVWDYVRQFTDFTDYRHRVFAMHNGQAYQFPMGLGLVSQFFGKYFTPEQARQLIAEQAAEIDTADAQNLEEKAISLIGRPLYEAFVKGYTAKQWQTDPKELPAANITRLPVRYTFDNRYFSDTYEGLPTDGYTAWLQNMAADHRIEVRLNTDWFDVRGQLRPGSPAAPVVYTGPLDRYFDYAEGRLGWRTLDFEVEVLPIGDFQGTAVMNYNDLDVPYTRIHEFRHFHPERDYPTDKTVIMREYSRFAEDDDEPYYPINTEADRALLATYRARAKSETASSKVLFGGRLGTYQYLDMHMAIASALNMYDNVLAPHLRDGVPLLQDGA
FadD28 binding – inhibitors of Mycobacterium tuberculosis FadD28 bisubstrate binding; inhibition, % at 12.5 µM; AID 588549; FadD28 bisubstrate probe binding, fluorescence polarization; 360,000 tested, 0.22% active; in the data active = inhibition above about 8.5%, passing the limit was not always enough; inconclusive = no clear call, values can overlap the other calls
BoNT-F LC inh – inhibitors of Botulinum neurotoxin F light chain protease; Multiplex microsphere protease cleavage assay, flow cytometry; inhibition, % at 10 µM; 360,000 tested, 0.22% active; AID 588497; in the data active = inhibition above about 35%, passing the limit was not always enough; inconclusive = no clear call, values can overlap the other calls; note: plate controls were buffer without enzyme for full effect and enzyme alone for no effect
* marks the source's active call; other numbers are inactive results; ? = inconclusive; nt = not tested or not shown; + = active, no number; & = joins results of further samples. Cut-off read from the data, not from the text of the source, unless noted: active = inhibition above about 30%; inactive = the rest. Compounds were not picked by outcome; overall some 4.8% were active at least once.

SMILES,BoNT-A LC inh2,GDH-TPI inh,BioA inh,PrPC surface inh,FBA Mtb inh,CCHFV vOTU inh,UGM FP inh,FadD28 binding,BoNT-F LC inh
CCCN1CCN(CC(O)COC(c2ccc(OC)cc2)c2ccc(OC)cc2)CC1 (stereo not drawn),0.9,0,-0.5,-10,-1,17,-0.1,-2.1,?
CCN(CC)C1CC(=O)N(c2ccc(Br)cc2)C1=O (stereo not drawn),2.7,7,-0.7,10,2,1,-3.7,-1.8,4
COc1ccc(CNC(=O)C2CC(c3cccc(OC)c3)=NO2)cc1 (stereo not drawn),9.0,-2,-0.5,7,2,-7,0.4,1.1,9
Cc1ccc(NC(=O)C2(C)CCN2CCc2ccccc2)cc1O (stereo not drawn),-0.3,5,-1.0,7,0,-7,nt,0.2,-12
Cc1cccnc1NC(=O)C1CCN(S(=O)(=O)c2cccs2)CC1,-1.1,0,-0.8,5,2,11,1.3,-2.7,-20
COc1cc2cc(Oc3ccc4ccc(=O)oc4c3)c(=O)oc2cc1O,0.0,11,2.8,-7,1,-8,0.3,-2.5,3
CCCOC(=O)c1c(NC(=O)CCCn2nc([N+](=O)[O-])c(Cl)c2C)sc(C(=O)OC)c1C,-0.9,-2,nt,-2,2,-8,0.3,1.2,-24
CN(C(=O)CSc1nc2ccccc2n1CCc1ccccc1)C1CCS(=O)(=O)C1 (stereo not drawn),3.3,-1,1.3,3,2,2,1.2,-6.3,-10
COc1cc(Cl)c(C)cc1NC(=O)CNC(=O)Cn1cnc2ccccc2c1=O,-0.7,0,-0.1,-2,-2,9,-1.4,-1.9,-3
CCCCCN(C(=O)COC(=O)Cc1c(C)nc2ccccc2c1C)c1c(N)n(CCCC)c(=O)[nH]c1=O,2.8,-6,nt,1,2,5,1.7,-2.9,3

Other entries follow:
SMILES,BoNT-A LC inh2,GDH-TPI inh,BioA inh,PrPC surface inh,FBA Mtb inh,CCHFV vOTU inh,UGM FP inh,FadD28 binding,BoNT-F LC inh
Cn1c(CCN2CCCC2)nc2cc(NS(=O)(=O)c3ccc(F)cc3)ccc21,-1.6,5,-1.1,-11,0,2,nt,-2.4,-8
C(=Nc1ccccc1)c1ccc[nH]1,-0.2,3,-1.3,-6,-1,11,nt,0.6,-6
O=C(Nc1ccc(N2CCOCC2)cc1)c1cnccn1,-1.5,18,4.0,-5,0,7,0.9,-0.7,11
CCCCCn1c(-c2ccco2)nc2nc3ccccc3nc21,5.9,6,-0.7,-5,+,-83,-1.1,-3.7,8
O=C(O)c1ccc(-n2c(=O)c3ccccc3c3ccccc3c2=O)cc1,-0.5,-4,nt,-5,3,-1,-2.1,-0.6,-3
Cc1cccc(C)c1NC(=O)N1CCCC1C(=O)Nc1ccc(-n2cnnn2)cc1 (stereo not drawn),0.2,9,8.9,2,6,2,0.0,-3.2,-2
Cc1ccc(C(NC(=O)C2CCN(CCOc3ccc(Cl)cc3)CC2)c2ccccn2)cc1 (stereo not drawn),-0.5,7,-0.8,-12,1,1,nt,-1.9,-10
CCC(CO)Oc1cc(NCc2ccc(C(C)(C)C)cc2)c2ncn(C(C)C)c2c1 (stereo not drawn),-0.9,2,-1.1,13,0,15,3.5,-5.1,-7
COCc1c(C(=O)N/N=C(/C)c2ccc(OCc3ccccc3)cc2)nnn1-c1nonc1N,-2.9,-2,-2.4,-4,-4,10,4.7,-0.6,1
O=C(Nc1cccc(C(=O)O)c1)/C(=C/c1ccc2c(c1)OCO2)NC(=O)c1cccc(Br)c1,-0.6,20,nt,2,7,8,0.1,-1.5,3

Next part
SMILES,BoNT-A LC inh2,GDH-TPI inh,BioA inh,PrPC surface inh,FBA Mtb inh,CCHFV vOTU inh,UGM FP inh,FadD28 binding,BoNT-F LC inh
O=S(=O)(c1ccccc1)N1C2CCC1CC(O)(c1cccnc1)C2 (stereo not drawn),0.0,6,1.1,-4,2,7,2.7,1.4,2
Cc1ccc(C2c3[nH]c4ccccc4c3C[C@H]3C(=O)N(c4ccccc4C(=O)N4CCC(C(=O)O)CC4)C(=O)N23)cc1 (stereo partly drawn),-2.0,7,0.2,6,0,4,-0.1,-0.7,-9
COc1ccc(-c2nnc(C)c3nocc23)cc1,-2.4,19,nt,-8,1,12,-2.1,-2.0,-49
S=C(S)OC1CC2CC1C1CCCC21 (stereo not drawn),-0.9,-6,0.2,3,-2,4,nt,-3.6,-6
CCCCNC(=O)C1CCC(=O)N1CCc1ccccc1 (stereo not drawn),-2.7,9,-0.1,4,1,0,1.2,-1.2,10
Cc1cnc(C(=O)OCC(=O)Nc2cccc(C)c2C)cn1,3.5,-3,0.2,5,1,-5,1.6,-1.2,6
O=C(CCCCCN1C(=O)c2ccccc2C1=O)Nc1cccc(O)c1,-4.3,3,4.2,-2,1,-10,-1.1,-0.1,32
COc1ccc(CCn2c(-c3ccncc3)n[nH]c2=S)cc1OC,-0.2,-1,nt,7,-3,2,4.0,-4.0,-3
Cc1ccc2c(c1)NC(=O)C(CC(=O)NCCCN1CCc3ccccc3C1)O2 (stereo not drawn),-1.1,-1,-1.3,1,0,-1,-1.6,-4.4,-7
O=C(COc1ccc(F)cc1)NN1C(=O)CSC1=S,0.3,-8,nt,1,-3,-5,1.5,-2.3,-2

Later entries:
SMILES,BoNT-A LC inh2,GDH-TPI inh,BioA inh,PrPC surface inh,FBA Mtb inh,CCHFV vOTU inh,UGM FP inh,FadD28 binding,BoNT-F LC inh
Cc1cccc(/C=N/NC(=O)C(C)Nc2cccc3ccccc23)n1 (stereo not drawn),1.0,10,-2.8,-15,-1,115*,-0.4,-1.9,-14
COc1ccc(CCNC(=O)CC2SC(=NCCc3ccccc3)NC2=O)cc1 (stereo not drawn),0.2,8,nt,-2,2,10,2.7,-1.1,3
O=C(NCCOC(=O)c1ccccc1)c1ccc([N+](=O)[O-])cc1,3.7,-13,-0.1,-22,-3,2,-2.4,-5.3,?
COc1ccc2c(c1)/C(=C/c1cnc[nH]1)C(=O)N2,0.2,29,0.2,9,-3,8,-1.1,0.0,2
CC(C)OCC1Cn2c(nc3c2c(=O)n(C)c(=O)n3C)O1 (stereo not drawn),-0.9,6,nt,9,0,8,1.9,-1.2,-3
CCCc1ccc(Oc2cn[nH]c2-c2ccc(O)c(C)c2O)cc1,-0.9,10,-0.7,15,4,36*,-0.2,-4.1,-1
Cc1ccc(C(C)C)c(OCC(=O)Nc2ccc(N3CCOCC3)cc2N2CCOCC2)c1,1.0,2,nt,3,-2,3,nt,-0.5,1
O=C(COc1ccccc1)Nc1nnc(-c2ccc(Cl)s2)o1,-1.1,22,-0.4,4,22,-3,3.2,-1.0,3
Cc1c(C(=O)O)oc2c1C(O)CCC2 (stereo not drawn),-4.1,12,0.0,3,0,-2,2.0,-3.8,-19
O=C(c1nc2ccccn2c1CN1CCN(c2ccccc2O)CC1)N1CCCC1,-0.1,6,nt,-13,-1,7,1.5,-0.5,4

Next records follow:
SMILES,BoNT-A LC inh2,GDH-TPI inh,BioA inh,PrPC surface inh,FBA Mtb inh,CCHFV vOTU inh,UGM FP inh,FadD28 binding,BoNT-F LC inh
N#Cc1c(-c2ccco2)cc(-c2ccccn2)nc1N,4.4,15,-1.2,-8,194*,-124,-0.3,-0.8,-9
CN1C(=O)NC(=O)/C(=C/c2ccc(C(=O)O)cc2)C1=O,0.0,3,nt,12,1,8,-0.1,-1.8,4
CC1(C(=O)NCC(F)(F)F)CCN1C(=O)Cc1ccc(-c2ccccc2)cc1 (stereo not drawn),-0.4,6,-0.4,-3,1,-2,nt,-1.2,-4
CC1=NN(c2nc(-c3ccc(C)cc3)cs2)C(=O)C1N=Nc1ccc2ccccc2c1 (stereo not drawn),1.1,6,nt,-1,-8,12,-2.6,-2.0,-3
Cc1cc(C)n(C(=O)c2cc3c(s2)CCCC3)n1,0.0,7,1.1,5,2,5,-0.9,-4.3,27
CCc1cc(/C(Cc2csc(C)n2)=N/O)c(O)cc1O,0.2,-5,nt,14,0,2,-1.4,-0.8,2
O=C(OCC#CCSc1nnc(-c2ccncc2)o1)c1sc2ccccc2c1Cl,0.1,4,-1.2,4,2,15,nt,-0.4,7
CCOC(=O)c1sc(N2C(=O)C(O)=C(C(=O)c3ccco3)C2c2ccc(C)o2)nc1C (stereo not drawn),2.0,6,0.3,-8,1,5,0.4,-3.7,-7
Cc1noc(C)c1NC(=O)N(C)C[C@H]1OCc2cnnn2CCCC(=O)N([C@@H](C)CO)C[C@H]1C,-0.2,7,-0.1&0.1,-7,4,4,nt,-1.4,0
O=C(NCC1(c2ccccc2)CCCC1)c1ccccc1,0.1,1,nt,4,-4,0,0.3,-5.2,3

(listing goes on)
SMILES,BoNT-A LC inh2,GDH-TPI inh,BioA inh,PrPC surface inh,FBA Mtb inh,CCHFV vOTU inh,UGM FP inh,FadD28 binding,BoNT-F LC inh
O=C(CCSCc1ccccc1F)N1CCN(c2ccccn2)CC1,-0.3,7,nt,4,9,-9,3.0,-1.7,-5
O=C(Cc1cccs1)NCCCc1ccccc1,-0.2,-1,0.6,7,-1,-5,-2.3,-2.2,-3
CCOC(=O)/C(=N\Nc1ccc(Br)cc1)N1CCN(c2ccccc2OC)CC1,-1.5,3,-1.1,18,0,-10,nt,nt,-10
CCOc1ccccc1N(CC(=O)NCC1CCCO1)C(=O)CCC(=O)Nc1nccs1 (stereo not drawn),-1.7,7,-0.8,-2,-1,7,-1.9,-3.5,-6
O=C(Nc1cccc(O)c1)c1cc(-c2ccco2)on1,0.0,-9,-1.1,-3,-2,-13,-0.1,-4.8,-9
COc1ccc(F)cc1S(=O)(=O)NCc1cc(=O)n(C)c(=O)n1C,0.3,5,-5.5,0,1,3,-3.1,1.5,1
CCCC1(CC)C(=O)NC(=O)N=C1N (stereo not drawn),0.4,3,-1.8,6,-4,-10,nt,-2.3,2
O=C(NCc1cccc(Cl)c1)C1CCC(=O)N(CCCN2CCOCC2)C1 (stereo not drawn),-0.9,13,-0.8,2,-3,8,nt,-0.4,1
COc1ccc(C2=NOC(C(=O)Nc3ccc(C)cc3)C2)cc1OC (stereo not drawn),1.9,7,-2.1,-2,-1,0,-2.6,1.2,3
CN(C(=S)NC(=O)/C=C/c1ccc(F)cc1)C1CCCCC1,-0.4,8,nt,0,-4,7,-4.8,-1.0,-2

The listing continues.
SMILES,BoNT-A LC inh2,GDH-TPI inh,BioA inh,PrPC surface inh,FBA Mtb inh,CCHFV vOTU inh,UGM FP inh,FadD28 binding,BoNT-F LC inh
CC1(C)CC(=O)C=C(c2cccc(CO)c2)C1,0.4,10,-2.8,-2,0,3,-2.8,-0.2,2
Cc1c(NC(=O)c2ccc(NS(=O)(=O)c3ccccc3)cc2)c(=O)n(-c2ccccc2)n1C,-3.0,-8,-1.4,-3,1,-5,0.4,1.7,0
O=C(Nc1nccs1)c1cc(N2CCOCC2)nc2ccccc12,0.3,-3,0.1,-10,0,10,2.6,-1.2,4
Cc1ccc(-c2nc(NCc3ccco3)c3ccccc3n2)cc1,-0.2,5,nt,4,1,-3,3.1,-1.7,-2
O=C(C[C@H]1C/C=C\CC[C@@H](Cc2ccc(F)cc2)C(=O)O[C@@H](c2ccccc2)CNC1=O)N[C@H](CO)Cc1ccccc1,-0.2,11,-1.4,11,1,17,-1.4,-0.3,-7
Cc1cc(C(=O)N/N=C/c2ccc(C)s2)n[nH]1,-0.6,25,-1.4,1,-3,13,-0.9,-0.1,7
Cc1ccc(OCC(=O)N2CCN(S(=O)(=O)c3ccc(Cl)cc3)CC2)c([N+](=O)[O-])n1,0.0,11,nt,-8,0,-4,-0.3,-1.7,-6
CC(C)(C)c1ccc(OCCNC(=S)Nc2ccccc2)cc1,0.1,-6,-0.8,11,4,-1,-0.4,0.7,-13
O=C(NC(=S)Nc1cccc([N+](=O)[O-])c1)C1CCCCC1,0.9,5,-1.5,-9,-2,15,-3.1,-3.2,-5
CCOc1ccc(NC(=O)CN2C(=O)CSc3ccc(S(=O)(=O)N4CCCC4)cc32)cc1,-0.3,6,-3.3,10,-1,-14,0.0,-0.9,2
COC(=O)c1ccc(SCC(=O)NCc2ccccc2)c([N+](=O)[O-])c1,-2.8,8,0.6,-14,1,1,4.6,nt,11
COC(=O)c1sc(-c2ccc(Cl)cc2)cc1N,0.2,8,-1.4,-1,9,9,-1.0,-4.5,0
